RT RNaseH block: blocks HIV-1 RNase H cleavage of RNA/DNA duplex; P04585; RT-RNase H RNA/DNA duplex cleavage, fluorescence; inhibition, % at 10 µM; actives 1.9% (n = 65,000); AID 565; in the data active = inhibition above about 50%
RmlC RmlD mix: RmlC/RmlD inhibition, mixture screen | inhibition, % at 5.5 µM | AID 1532 | RmlC/RmlD coupled enzyme inhibition, 384-well mixture HTS | actives 0.39% (n = 110,000); in the data active = inhibition above about 30%, passing the limit was not always enough; inconclusive = no clear call, values can overlap the other calls; note: strong numbers were not always called active
An asterisk follows results filed as active; ? = inconclusive; nt = not tested or not shown. This is a subset; rates above refer to the full screens.

SMILES	RT RNaseH block	RmlC RmlD mix
CCC1(C)Cc2c(sc3nc(NC)n(C)c(=O)c23)CO1 (centres undefined)	-2	nt
O=C(OC1CCN(c2ccc([N+](=O)[O-])cc2)CC1)c1ccccc1	nt	4
C=CCN1C(=O)CN=C1Nc1ccccc1	nt	-8
Cn1c(=O)c2c(-c3ccccc3)n(N3CCOCC3)cc2n(C)c1=O	-8	2
COc1cccc(-c2n[nH]c(=S)n2Cc2ccco2)c1OC	27	6
O=C(Cn1c(C(=O)NCc2ccco2)cc2sccc21)c1ccccc1	-1	nt
Cc1ccc(S(=O)(=O)N2CCOCC2)cc1C(=O)Nc1ccccn1	-6	-11
O=C(CCn1nnc2ccccc21)N1CCC(O)(c2cccc(F)c2)CC1	-4	-9
Cc1cc(NC(=O)CSc2nc3sc(C)c(C)c3c(=O)n2C2CCCC2)no1	nt	4
CCOc1ccccc1NC(=S)NCc1ccco1	nt	-12
NC(=O)C1=C[C@H](c2csc3ccccc23)C[C@H](OCCCCO)O1	nt	2
CCOC(=O)C(C(=O)N(C)C)c1ncc(C(F)(F)F)cc1Cl (centres undefined)	nt	-13
C/C(=N\NC(=O)C1COc2ccccc2O1)c1ccc(C)o1 (centres undefined)	nt	-4
CSc1nc(N)c(C#N)c(-c2ccc(Cl)cc2)c1C#N	15	10
CCOc1ccc(C2C(C#N)=C(N)N(c3sc4c(c3C#N)CCCC4)C3=C2C(=O)CCC3)cc1 (centres undefined)	nt	9
Cc1cccc(NC(=O)CSc2nnc(-c3cnccn3)n2Cc2ccco2)c1	nt	5
CCCCOC(=O)CSc1n[nH]c(=O)[nH]c1=O	nt	-8
Cc1cc(C)n2nc(SCC(=O)Nc3ccc(F)cc3)nc2n1	-1	-9
O=C(/C=C1\NCC2c3ccccc3CCN2C1=O)c1ccccc1 (centres undefined)	nt	-10
Cn1c(=O)n(C)c2cc(CNc3ccc(N4CCOCC4)c(C(=O)O)c3)ccc21	-1	7
Nn1c(SCC(=O)Nc2ccc3c(c2)OCO3)nnc1C1CCCCC1	-8	nt
COCCCNC(=O)CS(=O)Cc1nc(-c2ccccc2C)oc1C (centres undefined)	5	10
Cc1nc2ccccc2c2c1C(=O)N(C1CCCCCCC1)C2=O	nt	-3
Nc1c(NCCCN2CCOCC2)c2ccccc2oc1=O	-4	42
COc1ccccc1C(=O)Nc1nnc(C)s1	nt	8
CCOC(=O)C1CCN(S(=O)(=O)c2cnc[nH]2)CC1	-20	3
Cn1c(CNc2ccccc2O)nc2ccccc21	7	-11
CC(C)COc1ccc(C(=O)OCCN2CCOCC2)cc1	-6	-13
Cn1c(=O)c2cc(NC(=O)c3ccccc3Cl)c(=O)oc2n(C)c1=O	-5	-27
CC(C)Cn1c(SCC(=O)N2CCCCC2)nc2ccccc2c1=O	nt	-3
Cc1ccc2c(c1)c1c(n2CC(O)Cn2nc(C)c(Br)c2C)CCCC1 (centres undefined)	nt	1
CC1CCN(C(=O)Nc2cccc(NC(=O)N3CCC(C)CC3)c2)CC1	-6	-7
C1CCN(Cc2nnnn2C2CCCC2)CC1	nt	11
COc1ccccc1N=C1SC(C(=O)Nc2ccc(F)cc2)CC(=O)N1C (centres undefined)	nt	0
C[C@H](NC(=O)c1[nH]cnc1C(=O)Nc1ccc(CNC(=O)OC(C)(C)C)cc1)C(=O)OCc1ccccc1	nt	6
COc1ccccc1NC(=O)CSc1nnc(CC(=O)Nc2cccc(C(F)(F)F)c2)n1C	nt	-5
COc1cccc(NS(=O)(=O)Cc2ccccc2)c1	nt	2
COc1ccc2c(c1OC)C(=O)OC2Nc1ncc(Br)cc1Br (centres undefined)	nt	9
O=C1CCCc2ccccc2N1Cc1ccccc1Cl	nt	?
O=C1c2ccccc2C(=O)N1CCc1nc(-c2ccncc2)no1	nt	-8
CC(=O)N1CCN(c2ccc(NC(=O)c3ccc4c(c3)OCCO4)cc2)CC1	-8	4
CCn1c(CC(=O)Nc2ccccc2)nnc1SCC(=O)Nc1ccccc1C(=O)OC	-20	-7
Cc1cc(N2CCCCCC2)nc(-c2ccccc2O)n1	-15	nt
O=C(Nc1ccccc1)c1ccc(N2CCN(c3ccccc3)CC2)c(S(=O)(=O)N2CCOCC2)c1	nt	-2
COc1cccc(SCc2noc(C(=O)NC(C)C)c2C(=O)O)c1	nt	-10
CCOC(=O)N1CCN(C(=O)CCCn2c(=O)[nH]c3ccccc3c2=O)CC1	-3	12
O=C(CCn1nc(-c2ccccc2)ccc1=O)N1CCOCC1	-28	nt
COc1ccc(CNC(=O)C2CC(C)=C(C)CC2C(=O)O)cc1 (centres undefined)	nt	6
CC1CCN(C(=O)c2cc(F)c(F)cc2Cl)CC1	nt	-13
O=C(c1ccc(Cl)cc1Cl)N1CCC(c2nc3c(nnn3Cc3ccco3)c(=O)[nH]2)CC1	-7	6
Further results
SMILES	RT RNaseH block	RmlC RmlD mix
CCCC(=O)NC(C)c1nc2ccccc2[nH]1 (centres undefined)	nt	-8
CC(C)CSc1nc2c(=O)[nH][nH]c(=O)c2n1Cc1ccccc1	nt	-13
O=C(COc1ccccc1)N1CCN=C1SCc1cccnc1	-20	-9
COc1ccc(Cn2nc(C)cc2C)cc1OC	-12	-8
O=C(c1ccc(-n2cccc2)cc1)N1CCOCC1	nt	-8
COc1cc(NC(=O)c2cc(-c3ccco3)on2)c(OC)cc1Cl	-46	nt
Cc1ccccc1NC(=O)c1c(O)c2cccc3c2n(c1=O)CC3	52*	nt
Cc1nc2ccc(S(=O)(=O)NC(C(=O)Nc3nccs3)C(C)C)cc2s1 (centres undefined)	-6	-16
COc1ccccc1N1CCN(C(=O)CCc2ccc(S(=O)(=O)NCC(C)C)cc2)CC1	-1	-9
CN1CCN(c2nc3c(c(=O)[nH]c(=O)n3C)n2CC(N)=O)CC1	-1	-11
O=C(CSCCO)Nc1cc(C(F)(F)F)ccc1Cl	-12	10
CC(c1ccccc1)N1C(=O)NC(NC(=O)c2cccnc2)(C(F)(F)F)C1=O (centres undefined)	nt	-32
COc1cccc(C2CC(=O)Nc3c2c(=O)n(C)c(=O)n3C)c1OC (centres undefined)	-7	-7
C#CCNC(=O)C1=C[C@@H](c2ccc(C(F)(F)F)cc2)C[C@@H](OCCCCO)O1	nt	5
Cc1ccc(S(=O)(=O)N2CCN(C)CC2)c(C)c1N(C)S(=O)(=O)c1ccc(Cl)cc1	nt	-1
CC1(C)C(=O)OC(c2cccs2)C2(CCCCC2)C1=O (centres undefined)	nt	10
CCOC(=O)C1C(c2cccc(Cl)c2Cl)NC(=O)NC1(O)C(F)(F)F (centres undefined)	-1	5
Cn1nnnc1SCc1ccc(F)cc1	-3	4
Cc1ccc(NC(=O)CCC(=O)OCC(F)(F)C(F)F)cc1	-5	-10
CCC(C)C(N)C(=O)NC(CCC(=O)OCc1ccccc1)C(N)=O (centres undefined)	1	-4
Cc1ccc(C(=O)NCC2CCCO2)o1 (centres undefined)	-5	0
Cc1ccc(S(=O)(=O)NNC(=O)c2sccc2-n2cccc2)cc1	nt	4
COc1ccc(C(c2nnnn2C2CCCCC2)N2CCN(c3ccc(OC)cc3)CC2)cc1 (centres undefined)	36	-6
COc1ccc(OC)c(-c2cc(C(=O)NCCCn3ccnc3)no2)c1	-1	-7
CCc1nnc(NC(=O)CSc2nnc(-c3ccncc3)n2Cc2ccccc2)s1	-8	4
C=CCn1c(SCC(=O)Nc2ccc(NC(=O)c3ccco3)c(OC)c2)nnc1-c1ccncc1	9	-1
Cc1cccc2cc(CN(CCc3ccccc3)C(=O)N3CCOCC3)c3nnnn3c12	10	3
O=C(COc1ccc(Cl)cc1)NCc1nnc(SCC(=O)NCc2ccc3c(c2)OCO3)o1	-5	-9
CCCCc1ccc(/C=C2\C(=O)c3ccccc3C(O)=C2C(=O)OCC)cc1	nt	8
CC(C)NCc1c(O)c(Br)cc2oc3c(c12)CCCC3	4	3
Cc1cccc(NC(=O)CSc2nnc(NC(=O)CN3CCOCC3)s2)c1	-14	9
Cc1cc(NCCCn2ccnc2)n2ncc(-c3ccc(Cl)cc3)c2n1	nt	-91
COC(=O)Nc1nnc(-c2ccncc2)s1	67*	11
CSc1nc(C)cc(C)c1C#N	nt	12
O=C(Nc1cccc(-c2nc3cccnc3s2)c1)c1ccco1	-25	-13
C=CCOc1nc2c(c(=O)n(Cc3ccc(Cl)c(Cl)c3)c(=O)n2C)n1C	23	-10
CCOC(=O)CN1C(=O)N[C@@H](CCc2ccccc2)[C@H](C(=O)OC)[C@H]1C	nt	8
CCC(C)NC(=O)Cn1nc([N+](=O)[O-])c(Cl)c1C (centres undefined)	nt	85
CCCNC(=O)c1n[nH]c(=O)c2ccccc12	-2	-4
COC(=O)c1[nH]c2ccc(Cl)cc2c1NC(=O)CN1CCc2cc(OC)c(OC)cc2C1	-8	1
CCn1nnnc1SCC(=O)Nc1nnc(C(C)C)s1	-5	-13
Cn1c(CCNC(=O)c2cccs2)nnc1SCC(=O)Nc1nc(-c2ccccc2)cs1	-11	6
Cc1nn(Cc2ccccc2)c2c1C(c1cccnc1)C(C#N)=C(N)O2 (centres undefined)	nt	4
COc1cccc(OCC(=O)NNC(=O)c2cccs2)c1	nt	-10
O=C(O/N=C1/CCCc2occc21)c1ccccc1	nt	4
COc1ccc(NCc2nc3ccccc3n2CCOc2ccccc2)cc1	nt	-12
N#CC1=C(N)C(C#N)(C#N)[C@H](c2ccsc2)[C@H]2COCC=C12	7	13
COc1ccc(-c2nc3cccc(C)n3c2NCc2ccco2)cc1OC	-5	-20
CCOC(=O)CSc1nnc(CNC(=O)c2ccc(S(=O)(=O)N3CCCC3)cc2)n1C	1	nt
COc1cc(C(=O)Nc2ccc3c(c2)OCCO3)c(-n2cnnn2)cc1OC	-5	-7
(cont.)
SMILES	RT RNaseH block	RmlC RmlD mix
O=C(NCC1CCCO1)Nc1ccccc1 (centres undefined)	nt	2
Cc1ccc2oc(=O)c3cc(C(=O)N4CCN(c5ncccn5)CC4)sc3c2c1	27	nt
CC(=O)n1cc([C@H]2C=C(C(=O)NCc3ccccc3)O[C@@H](OCCCCO)C2)c2ccccc21	nt	1
CS(=O)(=O)N1CCCC(C(=O)NCc2ccc(F)cc2)C1 (centres undefined)	-15	5
COc1ccccc1-c1noc(-c2ccccc2C(=O)Nc2cccnc2)n1	nt	-7
Cc1ccccc1NC(=O)c1onc2c1CCCC2	nt	-5
O=C(O)c1ccc(OCC(O)Cn2cnc3ccccc32)cc1 (centres undefined)	5	-7
CC(=O)Nc1c(-c2ccc(F)cc2)nc2ccccn12	-1	4
Cc1cc(N(C)C)c(C#N)c(N2CCCCC2)n1	-22	-5
Nc1ccc(C23CC4CC(CC(O)(C4)C2)C3)cc1	0	-17

18 structures out of the list, sorted by formula weight, lowest first.
SMILES	RT RNaseH block	RmlC RmlD mix
Nc1ccc(C23CC4CC(CC(O)(C4)C2)C3)cc1	0	-17
Cc1cc(N(C)C)c(C#N)c(N2CCCCC2)n1	-22	-5
Cc1ccccc1NC(=O)c1onc2c1CCCC2	nt	-5
CC(=O)Nc1c(-c2ccc(F)cc2)nc2ccccn12	-1	4
COc1cccc(OCC(=O)NNC(=O)c2cccs2)c1	nt	-10
N#CC1=C(N)C(C#N)(C#N)[C@H](c2ccsc2)[C@H]2COCC=C12	7	13
O=C(O)c1ccc(OCC(O)Cn2cnc3ccccc32)cc1 (centres undefined)	5	-7
CCn1nnnc1SCC(=O)Nc1nnc(C(C)C)s1	-5	-13
CS(=O)(=O)N1CCCC(C(=O)NCc2ccc(F)cc2)C1 (centres undefined)	-15	5
Cc1nn(Cc2ccccc2)c2c1C(c1cccnc1)C(C#N)=C(N)O2 (centres undefined)	nt	4
COc1ccc(-c2nc3cccc(C)n3c2NCc2ccco2)cc1OC	-5	-20
COc1ccccc1-c1noc(-c2ccccc2C(=O)Nc2cccnc2)n1	nt	-7
COc1cc(C(=O)Nc2ccc3c(c2)OCCO3)c(-n2cnnn2)cc1OC	-5	-7
Cc1ccc2oc(=O)c3cc(C(=O)N4CCN(c5ncccn5)CC4)sc3c2c1	27	nt
COC(=O)c1[nH]c2ccc(Cl)cc2c1NC(=O)CN1CCc2cc(OC)c(OC)cc2C1	-8	1
CC(=O)n1cc([C@H]2C=C(C(=O)NCc3ccccc3)O[C@@H](OCCCCO)C2)c2ccccc21	nt	1
CCOC(=O)CSc1nnc(CNC(=O)c2ccc(S(=O)(=O)N3CCCC3)cc2)n1C	1	nt
Cn1c(CCNC(=O)c2cccs2)nnc1SCC(=O)Nc1nc(-c2ccccc2)cs1	-11	6

Additional results
SMILES	RT RNaseH block	RmlC RmlD mix
CSc1nnc2c(n1)OC(c1ccsc1)N(C(C)=O)c1ccccc1-2 (centres undefined)	4	12
Cc1ccc(NS(=O)(=O)c2cc(C(=O)NCc3ccccn3)ccc2Cl)cc1C	nt	-2
CCC(C)c1ccccc1NC(=O)C1CCCO1 (centres undefined)	nt	0
CCn1c(=O)cc(OCC(=O)Nc2ccc3c(c2)OCCO3)c2ccccc21	-3	-7
O/N=C1\CC/C(=N\O)c2nn(-c3ccc(Cl)cc3Cl)nc21	-8	5
CCOC(=O)CN1NC2(CCC(C(C)(C)C)CC2)NC1=S (centres undefined)	nt	-5
CCN1CCN(c2ncnc3sc(C(=O)Nc4ccccc4F)c(C)c23)CC1	-6	12
O=C(c1ccccc1)N(Cc1ccc(F)cc1)Cc1nc2ccccc2c(=O)[nH]1	nt	-5
COC(=O)c1ccccc1NC(=O)COC(C)=O	-15	-12
Cc1nn(C)c(C)c1NC(=O)CCCSc1nc(-c2ccco2)cc(C(F)(F)F)n1	nt	15
Cc1ccc(NC(=O)C(Cc2ccccc2)N2C(=O)C3C4CCC(C4)C3C2=O)cc1Cl (centres undefined)	nt	?
CC(=O)Nc1ccc(S(=O)(=O)N2CCN(c3cc4c(cc3[N+](=O)[O-])n(C)c(=O)n4C)CC2)cc1	nt	-7
Cc1ccc(S(=O)(=O)N2CCSC2c2ccco2)cc1 (centres undefined)	-48	-46
COC(=O)c1ccc(C(=O)OC)c(NC(=O)N2c3ccccc3Sc3ccccc32)c1	nt	-11
COc1ccccc1C1C=C(c2ccc(C)cc2)Nc2nnnn21 (centres undefined)	-1	nt
c1ccc(-n2ncc3c(NCCN4CCOCC4)ncnc32)cc1	0	2
Cc1occc1C(=O)NNC(=S)Nc1cccc([N+](=O)[O-])c1	nt	-14
